Source: PubChem BioAssay
TLR9-MyD88 block: TLR9-MyD88 interaction inhibition; Q9NR96+Q99836; CHO BLA complementation TLR9-MyD88, CCF4 FRET ratio; inhibition, % at 4.98 µM; 340,000 tested, 0.21% active; AID 504734;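 active = inhibition above the mean over all tested compounds plus 3 SD, cut at about 21% in these data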;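 also: 0% = DMSO only wells and 100% = clavulanate BLA inhibitor control wells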
NCOA3 inh: human NCOA3 inhibition. Q9Y6Q9. HEK293 GAL4-SRC3 luciferase reporter, luminescence. inhibition, % at 3.6 µM. 360,000 tested, 0.17% active;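 active = inhibition above a per-campaign cutoff, the mean of all compounds plus 3 SD, cut at about 60% in these data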;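 also: 0% = DMSO-treated cells and 100% = gossypol-treated cells at 36 µM; higher means less SRC3-driven luciferase light from the GAL4 reporter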
NR2F2 inh: inhibitors of human COUP-TFII (NR2F2) | P24468 | HEK293T NGFI-A luciferase reporter, luminescence | inhibition, % at 8.6 µM | 370,000 tested, 0.7% active | AID 686940;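 active = inhibition above a per-plate cutoff, mean inhibition of test wells between control levels plus 3 SD, cut at about 38% in these data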;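 also: cells cotransfected with COUP-TFII expression vector driving the NGFI-A reporter; 0% = median of COUP-TF2 test wells and 100% = reporter-only cells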
Target sequence (P24468 whole entry, looked up): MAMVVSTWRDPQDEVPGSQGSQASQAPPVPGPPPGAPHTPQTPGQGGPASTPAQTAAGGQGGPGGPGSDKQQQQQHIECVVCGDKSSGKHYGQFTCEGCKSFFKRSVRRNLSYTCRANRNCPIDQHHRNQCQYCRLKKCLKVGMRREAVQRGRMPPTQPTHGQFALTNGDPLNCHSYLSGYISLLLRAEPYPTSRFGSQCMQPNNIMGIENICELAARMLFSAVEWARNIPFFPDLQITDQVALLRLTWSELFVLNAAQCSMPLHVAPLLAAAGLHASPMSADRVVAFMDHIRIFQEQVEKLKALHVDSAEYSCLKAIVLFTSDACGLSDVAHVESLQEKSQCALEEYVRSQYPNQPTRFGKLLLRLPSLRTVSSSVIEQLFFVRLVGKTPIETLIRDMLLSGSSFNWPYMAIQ
C8 TRAIL sens: sensitizes caspase-8 expressing cells to TRAIL; AID 624354; inhibition (viability loss, TRAIL sensitization), % at 10 µM; 360,000 tested, 1% active; NB7+C8 cells + TRAIL, ATPlite viability luminescence;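 active = compounds causing at least 50% loss of cell viability in the single-dose screen, relative to plate controls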
SRC1 inh: inhibitors of human steroid receptor coactivator 1 (SRC1) | Q15788 | HEK293 GAL4-SRC1 luciferase reporter, luminescence | inhibition, % at 3.6 µM | 360,000 tested, 0.12% active;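 active = inhibition above the campaign mean plus 3 SD, with each screening campaign given its own cutoff, cut at about 60% in these data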;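 also: 0% = DMSO treated cells and 100% = gossypol at 36 µM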
LRH-1 inv ag: suppresses constitutive activity of human LRH-1 | O00482 | HEK293T StAR-luciferase reporter, LRH-1 transfected, 24 h | inhibition, % at 3.6 µM | 360,000 tested, 0.13% active;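 active = inhibition above the mean inhibition of all tested compounds plus 3 SD, cut at about 73% in these data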;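 also: 0% = DMSO wells and 100% = reporter-only cells lacking LRH-1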
Target sequence (O00482 whole entry, looked up): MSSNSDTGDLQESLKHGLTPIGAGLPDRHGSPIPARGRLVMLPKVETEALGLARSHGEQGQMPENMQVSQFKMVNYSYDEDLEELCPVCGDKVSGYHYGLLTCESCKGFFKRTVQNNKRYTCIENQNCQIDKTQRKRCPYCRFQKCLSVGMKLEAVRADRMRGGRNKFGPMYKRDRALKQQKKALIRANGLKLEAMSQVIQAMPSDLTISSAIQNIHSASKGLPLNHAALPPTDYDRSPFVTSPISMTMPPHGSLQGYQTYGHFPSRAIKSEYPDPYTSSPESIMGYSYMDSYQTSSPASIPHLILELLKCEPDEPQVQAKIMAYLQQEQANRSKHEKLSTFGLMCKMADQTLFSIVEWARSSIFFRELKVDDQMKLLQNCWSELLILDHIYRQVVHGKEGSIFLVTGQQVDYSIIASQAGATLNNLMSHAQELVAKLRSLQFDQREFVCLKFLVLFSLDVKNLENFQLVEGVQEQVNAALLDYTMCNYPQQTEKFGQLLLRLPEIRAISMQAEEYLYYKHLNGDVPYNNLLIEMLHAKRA
NOD2-RIPK2 inh: NOD2-RIPK2 protein interaction inhibition; AID 624267; inhibition, % at 4.98 µM; CHO BLA complementation NOD2-RIPK2, CCF4 ratio; 360,000 tested, 0.38% active; in the data active = inhibition above about 21%;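 also: 0% = vehicle only and 100% = reference blocker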
NCOA2 inhibitor: inhibits human steroid receptor coactivator 2 | Q15596 | HEK293 GAL4-SRC2 luciferase reporter, luminescence | inhibition, % at 9 µM | 370,000 tested, 0.17% active | AID 651957;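 active = inhibition above the mean inhibition of all tested compounds plus 3 SD, set per campaign, cut at about 52% in these data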;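 also: 0% = DMSO treated cells and 100% = cells given Gossypol at 36 µM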
TWEAK-Fn14 inh: inhibitors of TWEAK-Fn14 interaction signaling; TWEAK-stimulated Fn14 reporter cells, luciferase luminescence, 8 h; inhibition, % at 10 µM; 360,000 tested, 2% active; AID 1159606; in the data active = inhibition above about 50%
EBV LMP1 NFkB: inhibitors of Epstein-Barr LMP1-induced NF-kappaB reporter | LMP1-induced NF-kappaB luciferase reporter cells, luminescence | inhibition, % at 12.5 µM | 350,000 tested, 0.69% active | AID 504558; in the data active = inhibition above about 41%;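 also: 0% = neutral control wells and 100% = reference inhibitor control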
TROY NFkB inh: inhibitors of TROY-dependent NF-kB signaling; Q293 LMP1-TROYcd NF-kB luciferase reporter, 4 h; AID 1347056; 360,000 tested, 0.98% active; inhibition, % at 10 µM;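 active = compounds whose plate-normalised and pattern-corrected inhibition of the luciferase reporter signal at the single screening dose is 50% or more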
Numbers without * were called inactive; . = no result given. An excerpt; the hit share may differ from the screen's.

SMILES	TLR9-MyD88 block	NCOA3 inh	NR2F2 inh	C8 TRAIL sens	SRC1 inh	LRH-1 inv ag	NOD2-RIPK2 inh	NCOA2 inhibitor	TWEAK-Fn14 inh	EBV LMP1 NFkB	TROY NFkB inh
CN(NC(=O)c1ccc(Cl)cc1)c1ncc(C(F)(F)F)cc1Cl	7	20	23	14	15	10	5	23	0	-3	5
CC(C)Oc1ccc(C(=O)N2CCC(CCC(=O)NC3CC3)CC2)cc1	6	-34	-15	11	-37	-8	6	-6	2	-6	4
O=C(CN1CCCCCC1)Nc1ccc(S(=O)(=O)N2CCCCC2)cc1	-1	-24	2	-1	4	2	3	-3	10	-4	2
CC(=O)NC1(c2ccccc2)CCN(c2cc(C)nc(-c3ccccc3)n2)CC1	-16	6	14	-5	11	10	3	-4	-3	-6	5
O=C1C2CC=CCC2C(=O)N1CNc1ccccc1 (configuration not stated)	-4	12	-8	-20	-7	4	3	0	-1	-33	-20
CCN(CC)S(=O)(=O)c1cc(C(=O)OCC(=O)Nc2cccc(C)c2C)ccc1F	-5	21	2	3	-2	-2	6	11	12	-2	11
CCOC(=O)N1CCN(C(=O)Cc2ccccc2OC)CC1	-8	-5	-1	-25	-16	6	-2	3	13	3	21
CC(=O)N1CCN(c2ccccc2NC(=O)COc2ccc(Cl)cc2Cl)CC1	2	-2	0	-2	-3	29	6	3	5	9	-28
CCOc1ccc(C(C)=O)cc1COc1ccc(-n2cnnn2)cc1	6	-3	-13	3	1	7	-6	-10	-6	-11	0
COc1cc(/C=C/C(=O)OCC(=O)Nc2ccc3c(c2)OCCO3)ccc1OCC#N	-7	11	4	-2	-8	10	1	-21	-17	6	18
O=C(Nc1cccc(S(=O)(=O)N2CCCCC2)c1)c1cnccn1	9	11	9	-1	-2	9	0	2	13	-2	-7
C=CCN(c1ccc(C(=O)NCCSc2ccccc2)cc1)S(C)(=O)=O	1	-38	1	17	-21	-39	-2	-37	0	-3	-49
O=C(Nc1cccc(C(=O)NC2CCCC2)c1)c1ccccc1	1	14	-4	4	-17	5	-4	-8	-9	-6	6
C[C@@H](C(=O)N1CCN(c2ccccc2)CC1)N1C(=O)C2CC=CCC2C1=O (some centres not stated)	-8	10	8	11	-1	5	-4	-6	3	-3	-10
COc1ccccc1C=NN=Cc1ccccc1OC	2	3	-9	-1	-15	14	6	-21	-9	-2	-22
Cc1nc(SCc2nc3cc(Cl)c(F)cc3[nH]2)c2oc3ccccc3c2n1	-2	-23	4	2	0	-3	1	4	53*	19	6
Cc1cc(=O)oc2cc(NC(=O)c3cc(F)ccc3F)ccc12	-7	-28	15	7	-39	-1	-1	-14	-55	-30	-56
COc1ccc(NS(=O)(=O)c2c(F)cc(F)c(Cl)c2F)cc1S(=O)(=O)N1CCCCC1	8	14	0	12	-5	13	-2	21	16	6	-6
Cc1nn(Cc2ccccc2)c(=O)n1N(C)c1ncc(C(F)(F)F)cc1Cl	9	23	6	0	-30	11	-3	-9	-13	6	-19
O=C(CCC1CCCC1)N1CCN(C2CCCC2)CC1	-7	14	-74	-4	-15	-7	-15	-14	-7	-4	-16
COc1ccccc1Cn1nc(C(=O)O)c2ccccc2c1=O	4	-18	-3	1	-1	-2	-12	-21	-13	-2	5
CC(=O)c1cccc(NC(=O)C2C3C=CC(C4CC34)C2C(=O)O)c1 (configuration not stated)	3	16	-9	-4	2	6	-21	-9	0	-4	-16
COc1cc(C2C(C#N)=C(N)Oc3n[nH]c(-c4cccnc4)c32)cc(Br)c1O (configuration not stated)	-2	-2	0	-11	-4	3	-1	20	-12	-1	8
Cc1ccc(NC(=O)CSc2nnc(COc3ccccc3F)n2N)cc1S(=O)(=O)N1CCOCC1	-18	-7	-5	9	3	-1	-17	-7	-21	2	7
Cn1c(=O)c2c(-c3ccccc3)n(C3CCCCC3)cc2n(C)c1=O	1	12	14	-6	-11	-4	-14	2	-31	-11	13

(further entries)
SMILES	TLR9-MyD88 block	NCOA3 inh	NR2F2 inh	C8 TRAIL sens	SRC1 inh	LRH-1 inv ag	NOD2-RIPK2 inh	NCOA2 inhibitor	TWEAK-Fn14 inh	EBV LMP1 NFkB	TROY NFkB inh
NNC(=O)CSc1nnc(-c2ccccc2)n1-c1ccccc1	8	-3	-12	0	-1	-2	2	-15	5	4	-21
COc1cccc(CNC(=O)[C@@H]2CCCN2C(=O)[C@H]2CCCCN2C(=O)c2cccc(Cl)c2)c1	.	.	25	-6	.	11	5	-33	-17	.	4
Cc1ccc(-n2nc(C)c3c(C)c(CCC(=O)Nc4ccc(CN5CCCC5)cc4)c(C)nc32)cc1	-4	18	-11	42	-7	19	9	-22	-51	-8	-31
CN(C)CCCN(C(=O)c1ccc(S(=O)(=O)N2CCOCC2)cc1)c1nc2cc3c(cc2s1)OCO3	-8	-4	21	5	-29	-6	-5	-14	-2	-6	6
O=C(c1ccco1)N1CCCC(c2nc(-c3ccc(S(=O)(=O)NCc4ccccc4)cc3)no2)C1 (configuration not stated)	1	8	51*	9	-7	16	7	21	50	19	49
Cc1cccc(N2C(=O)C(Oc3ccc(Cl)cc3Cl)C2C=O)c1C (configuration not stated)	-8	37	19	12	27	21	3	24	-13	15	43
CC12CCC(C(=O)N3CCN(Cc4ccccc4)CC3)(OC1=O)C2(C)C (configuration not stated)	0	23	11	2	-12	11	13	14	1	-8	-10
O=S(=O)(c1ccccc1)c1ccc(C(F)(F)F)cn1	4	-8	6	2	-32	-10	0	18	14	6	1
Cc1ccnc(NC(=O)c2cc3ccccc3o2)c1	-2	-2	18	86*	-43	-60	0	28	91*	39	60*
O=C1CCCCN1CCC(=O)N1CCCC(N2CCN(c3cccc(Cl)c3)CC2)C1 (configuration not stated)	-5	-22	-3	10	-16	-22	-3	-14	-12	-5	-34
COc1cc(/C=N/NC(=O)c2ccccc2NS(=O)(=O)c2cccs2)ccc1O	-10	-8	18	4	-2	-13	-9	-35	11	2	-4
CCOC(=O)c1sc(C)c2c(=O)n(CC)nnc12	-4	-14	0	-1	-17	-4	-7	14	12	-6	-12
CN(C(=O)COC(=O)c1ccc(Cl)nc1)c1c(N)n(Cc2ccccc2)c(=O)[nH]c1=O	-5	12	-17	-11	-7	-23	-14	-14	-2	-1	13
Cc1ccc(CNC(=O)CSc2ncccn2)cc1	-1	-27	-22	6	-43	-21	-3	-23	-21	-19	-56
CCC(CC)NC(=O)c1cc(OC)c(OC)cc1[N+](=O)[O-]	-9	10	7	-4	-25	26	-19	3	-8	4	-20
CN(C)c1ccc(-c2ccnc3c2CC(C)(C(=O)NCc2ccccc2)O3)cc1 (configuration not stated)	.	-12	18	18	-7	10	16	1	-2	.	10
COc1cccc(C(NC(C)=O)c2nc(-c3ccncc3)cs2)c1 (configuration not stated)	.	-4	5	-9	10	2	-21	-26	7	.	1
Cc1noc2ncnc(Oc3ccc4ccccc4c3)c12	-8	15	-2	-15	6	-11	-1	-18	-19	-1	3
Cc1cccc(Nc2cc(=O)n(C)c(=O)[nH]2)c1	3	-2	22	6	1	19	9	-12	-14	-4	9
O=C(CN1C(=O)COc2ccccc21)NCc1ccc(C(=O)O)cc1	-2	0	-2	6	5	4	3	2	-23	5	-10
C#CCOc1ccc(Cl)cc1/C=C1/C(=O)ON=C1C	-4	2	3	6	-9	-3	6	-24	18	-15	9
O=C(Nc1ccncc1)c1ccc(N2CCCC2=O)cc1	-8	-37	-9	19	-11	-13	-1	-21	-13	3	-6
COc1cc(C(C(=O)NC2CCCCC2)N(Cc2ccco2)C(=O)c2cnccn2)cc(OC)c1OC (configuration not stated)	4	-23	-11	-7	7	-2	-10	23	3	2	-3
COCC(C)n1c(SCC(=O)NC2CCCCC2)nc2ccccc2c1=O (configuration not stated)	0	-1	-8	-8	-2	8	0	-8	-4	4	14
CC1CN(S(=O)(=O)c2ccc(C(=O)NCCCn3ccnc3)cc2)CC(C)O1 (configuration not stated)	5	54	8	-18	62*	67	1	47	-11	-37	11

Two compounds from above, reduced to LRH-1 inv ag, SRC1 inh and TWEAK-Fn14 inh:
SMILES	LRH-1 inv ag	SRC1 inh	TWEAK-Fn14 inh
COc1cccc(C(NC(C)=O)c2nc(-c3ccncc3)cs2)c1 (configuration not stated)	2	10	7
Cc1cccc(N2C(=O)C(Oc3ccc(Cl)cc3Cl)C2C=O)c1C (configuration not stated)	21	27	-13

Next entries follow.
SMILES	TLR9-MyD88 block	NCOA3 inh	NR2F2 inh	C8 TRAIL sens	SRC1 inh	LRH-1 inv ag	NOD2-RIPK2 inh	NCOA2 inhibitor	TWEAK-Fn14 inh	EBV LMP1 NFkB	TROY NFkB inh
COc1ccc(-c2cc(C(=O)Nc3cc(OC)c(OC)c(OC)c3)no2)cc1	8	-18	23	12	11	7	-10	-12	-1	-4	21
Cc1nc(COC(=O)c2cc(O)c3ccccc3c2O)cs1	-5	16	4	-9	15	25	2	-24	-2	2	6
COc1cc(/C(=C/c2ccccc2)c2ccccc2)c2c(c1)oc1ccccc12	-1	6	0	3	-5	0	-12	-22	0	-25	0
COc1ccc(C2N(c3ccc(C)cc3)CCN2c2ccc(C)cc2)cc1O	-10	-27	12	-1	-13	-15	-5	0	-12	1	-40
O=C(O)/C=C/C(=O)N1CCc2ccccc21	-12	17	5	-5	-5	6	-4	1	6	-7	-36
COC(=O)C1(S(=O)(=O)c2cccc3nsnc23)CC1	2	2	4	-7	-10	-3	-1	-24	8	-3	-12
CCCCCN(C(=O)CCC(=O)OC(C)C(=O)c1ccc(Cl)cc1)c1c(N)n(CCCC)c(=O)[nH]c1=O (configuration not stated)	1	-6	14	1	-3	-23	-15	5	5	0	0
Cc1[nH]c2ccccc2c1SCC(=O)N1CCCCC1	2	10	5	5	-21	-2	5	4	9	-1	8
Cc1ccc(Cn2ccc(NC(=O)c3nn(C)cc3Cl)n2)cc1	-8	-18	-11	26	-55	-71	-11	-46	-26	-18	-33
Cc1ncc(CO)c(CO)c1O	6	-19	14	-9	4	10	-16	7	-5	-2	-5
COc1cc(NC(=O)Nc2ccccc2OC)c(OC)cc1NC(=O)CN1CCCCC1	-2	18	3	-1	-3	-6	11	-2	6	-12	-13
Fc1ccccc1N1CCN(C2CCCN(Cc3ccccc3C(F)(F)F)C2)CC1 (configuration not stated)	7	-3	7	14	-4	-3	-5	-18	23	-25	-7
O=C1CCC/C=C\C[C@H](CC(=O)N(CCO)Cc2ccccc2)C(=O)N2CCC[C@@H]2CO1	5	10	3	-13	-12	14	0	1	-4	4	-4
COC(=O)CCSCC(=O)Nc1nnc(C)s1	3	-5	0	3	-26	-19	-3	-30	1	3	-1
CC(C)(C)c1cc(C(=O)NCc2ccco2)ccn1	8	1	9	-10	-5	-8	1	18	9	3	-1
Cc1nn(-c2ccccc2)c(-c2ccccc2[N+](=O)[O-])c1CC#N	.	1	18	-22	1	-19	-9	7	-1	.	29
CCOc1ccc2nc(SCC(=O)N(CCOC)c3c(N)n(Cc4ccccc4)c(=O)[nH]c3=O)[nH]c2c1	7	13	-3	5	-3	9	5	-1	4	-3	12
COC(=O)c1cc(Br)c(=O)n(CCN2CCCC2)c1	0	-5	14	-26	-25	-2	-2	-1	3	6	-9
C/C(CC(=O)Nc1cc(C)ccn1)=N\NC(=O)c1cccc(C)c1	5	-1	-29	6	-31	-34	8	-12	0	-5	-2
